Pf growth 96h – inhibits malaria parasite growth, 96 h; P. falciparum luciferase reporter growth, 96 h; Potency, µM (highest dose often 28.7 µM), without a hit: at the top dose activity change, negative = inhibition, hits mostly inhibitors; 6.9% of 320,000 active; further: potency means the concentration at half of the fitted maximal effect; on the % scale 0 is the no-effect control and ±100 the full control effect
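P. falciparum expressing integrated firefly luciferase grown in erythrocytes (2% hematocrit, 0.05% parasitemia final) with compounds for 96 hours at 37 C, 5% CO2. Growth inhibition read as loss of luminescence after adding luciferase detection reagent.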
TbPYK inhibitor – inhibitors of Trypanosoma brucei pyruvate kinase | Q57TT1 | TbPYK enzyme, Kinase-Glo Plus ATP luminescence, 45 min | Potency, µM (highest dose often 76.8 µM), without a hit: at the highest dose activity, negative = inhibition, most hits filed as inhibitors | 0.12% of 410,000 active; further: potency means the concentration at half of the fitted maximal effect; on the % scale 0 is the no-effect control and ±100 the full control effect; nearly all actives have a fitted effect of over 50% in size
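T. brucei PYK with substrate was exposed to pin-transferred compounds across a concentration series, then started with 130 uM ADP (final). After 45 min at room temperature, Kinase-Glo Plus luminescence was read, normalized and curve-fitted.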
AmpC no deterg – blocks E. coli AmpC beta-lactamase in detergent-free assay | 0.52% of 330,000 active | Potency, µM (titrated, usually from 57.1 µM), inactives show top-dose activity change, negative = inhibition, hits mostly inhibitors | P00811 | AmpC nitrocefin hydrolysis, absorbance 480 nm, 0.0001% Triton;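 further: potency means the concentration at half of the fitted maximal effect; plate controls were no compound for no effect and no enzyme for full effect; nearly all actives have a fitted effect of over 20% in size; some results filed as inactive show a strong effect at the top dose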
Target sequence (P00811 whole entry, looked up): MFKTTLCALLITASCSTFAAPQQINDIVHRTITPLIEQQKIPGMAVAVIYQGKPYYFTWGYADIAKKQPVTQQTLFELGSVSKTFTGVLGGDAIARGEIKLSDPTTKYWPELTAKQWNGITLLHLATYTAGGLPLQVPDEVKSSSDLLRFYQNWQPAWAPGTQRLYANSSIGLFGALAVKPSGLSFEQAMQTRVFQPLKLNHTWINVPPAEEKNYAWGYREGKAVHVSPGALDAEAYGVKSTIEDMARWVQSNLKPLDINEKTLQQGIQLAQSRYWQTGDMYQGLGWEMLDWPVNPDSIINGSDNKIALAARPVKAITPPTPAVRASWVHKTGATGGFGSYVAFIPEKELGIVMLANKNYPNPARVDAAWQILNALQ
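AmpC (5.3 nM in the dispensed reagent) in 20 mM phosphate pH 7.0 with 0.01% (detergent screen) or 0.0001% Triton X-100 was preincubated with compounds for 15 min at room temperature. Nitrocefin was then added from an 800 uM solution, and hydrolysis was followed at 480 nm.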
Cycloheximide cs – counter-screen hit for Shiga toxin inhibitors, cycloheximide; cell reporter, cycloheximide protein synthesis inhibition counterscreen; max response, %; 12% of 300,000 active; AID 2314; in the data active means max response mostly above about 13%, no sharp cut-off; inactive means mostly below about 14%; further: read at 38.3 µM for the half of the compounds with a filed dose; 0% is about no effect
Pf growth 48h – P. falciparum growth inhibition at 48 hours (one generation); Potency, µM (titrated, usually from 28.7 µM), without a hit: at the highest dose activity change, negative = inhibition, most hits filed as inhibitors; P. falciparum luciferase growth in erythrocytes, 48 h; 5.9% of 310,000 active; further: potency means the concentration at half of the fitted maximal effect; on the % scale 0 is the no-effect control and ±100 the full control effect
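Parasite viability was followed by luminescence of a genomically integrated firefly luciferase. Cultures held 0.1% parasitemia at 2% hematocrit (final), incubated under 5% CO2 at 37 C.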
LmPK inhibitor – LmPK (Leishmania mexicana) enzyme inhibition. AID 1721. 0.37% of 290,000 active. Q27686. purified LmPK, Kinase-Glo ATP luminescence, 1 h. Potency, µM (doses to about 57.5 µM), for the others: at the top dose activity change, negative = inhibition, actives largely listed as inhibitors; further: potency means the concentration at half of the fitted maximal effect; on the % scale 0 is the no-effect control and ±100 the full control effect
Target sequence (Q27686 whole entry, looked up): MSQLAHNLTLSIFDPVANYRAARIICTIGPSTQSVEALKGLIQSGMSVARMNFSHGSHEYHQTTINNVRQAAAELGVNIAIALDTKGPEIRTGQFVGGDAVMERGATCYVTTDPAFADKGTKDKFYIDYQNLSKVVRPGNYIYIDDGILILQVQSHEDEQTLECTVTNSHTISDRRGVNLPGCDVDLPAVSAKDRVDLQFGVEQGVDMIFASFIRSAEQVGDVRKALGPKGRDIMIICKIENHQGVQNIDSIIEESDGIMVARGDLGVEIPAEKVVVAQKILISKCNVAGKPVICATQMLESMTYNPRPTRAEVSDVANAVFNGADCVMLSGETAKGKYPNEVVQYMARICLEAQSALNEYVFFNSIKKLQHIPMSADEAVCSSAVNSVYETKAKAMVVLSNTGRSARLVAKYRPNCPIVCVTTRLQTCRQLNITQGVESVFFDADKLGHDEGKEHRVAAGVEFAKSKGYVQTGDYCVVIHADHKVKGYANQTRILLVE
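In 50 mM imidazole pH 7.2 with 7 mM MgCl2, LmPK (0.1 nM) turned over PEP (0.5 mM) and ADP (0.1 mM) for 1 h at room temperature. Luciferase read-out of ATP.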
Shiga toxin inh – inhibitors of Shiga toxin in Vero cells. AID 2315. inhibition, % at 38.7 µM. Vero cells, Shiga toxin protein synthesis inhibition reporter. 9.2% of 290,000 active; in the data active means inhibition mostly above about 28%, no sharp cut-off; inactive means mostly below about 43%; further: 0% is about no effect
Numbers without * were called inactive; ? = inconclusive; nt = not tested or not shown; & = joins results of further samples; [ ] = dose if it differs, or a comment. Unless noted, the call rests on the fitted dose curve; in most records, active means well fitted curve in the direction sought with a large enough effect; inconclusive means small, poorly fitted or top-dose-only effect, or another doubt; inactive means no such curve, though single readings can be large; an effect the other way counts as inactive or inconclusive.

SMILES	Pf growth 96h	TbPYK inhibitor	AmpC no deterg	Cycloheximide cs	Pf growth 48h	LmPK inhibitor	Shiga toxin inh
CCCCC1=CC2=C(c3ccco3)C(=O)C(C)(OC(=O)c3ccc(OC)cc3)C(=O)C2=CN1CCc1ccccn1 (stereo not drawn)	?	-12%	104%[activator]	5	?	-3%[11.5 µM]	40
O=C(NCc1ccccc1Cl)C1CCN(S(=O)(=O)N2CCC3(CC2)OCCO3)CC1	29%	-1%	2%	-5	12%	-3%	-13
O=C(Nc1cccc(C(F)(F)F)c1)c1csc(-c2ccncc2)n1	?	2%	53%	8	?	-2%	-2
Fc1c(F)c(F)c(SCn2cc(Br)cn2)c(F)c1F	-23%	-11%	-28%	nt	13%	nt	nt
COCCn1c(N)c(Sc2ccc(Cl)cc2)c(=O)[nH]c1=O	-21%	-12%	-5%	-4	5%	-1%	-8
CCN(CC)c1nc(-c2ccc(C(=O)NN)cc2)nc(-c2ccc(C(=O)NN)cc2)n1	?	3%	76%	-2	nt	-4%	-4
COc1ccc(NC(=O)CCNC(=O)c2ccco2)c(OC)c1	58%[activator]	8%	-7%	28*	9%	1%	17
CC(C)(C)c1ccc(CN2C(=O)CN=C(c3ccccc3)c3ccccc32)cc1	1.3µM*	-5%	20%	-1	2.1µM*	4%	16
COc1ccc(OC)c(N(CC(=O)Nc2ccccc2)S(C)(=O)=O)c1	nt	0%	-3%	-5	5%	1%	-13
COc1cccc(CN2CC(C(=O)N3CCCCCCC3)CCC2=O)c1 (stereo not drawn)	-19%	0%	29%	1	?	6%	5
CCCS(=O)(=O)c1c(S(=O)(=O)CCC)c2c(C(N)=O)cccn2c1C(=O)c1ccc(F)cc1	14%	-3%	70%[activator]	0	8%	8%	-4
CC(Oc1ccc(Cl)cc1)/C(N)=N/O (stereo not drawn)	?	8%	-19%	8	3%	1%	39
CC(=O)N(CCc1ccccc1C)Cc1cc2cc3c(cc2[nH]c1=O)OCO3	2%	1%	-2%	-4	2%	2%	-8
Cc1cc(C)cc(N2C(=O)CN(Cc3ccccc3)C2=S)c1	4.7µM*	-2%	-19%	-1	15µM*	0%	-2
CCCCNc1nc2ccccc2nc1NS(=O)(=O)c1ccc(F)cc1	17%	6%	-25%	-6	19%	1%	-12
COc1ccc(CNc2nc3ccccc3n2Cc2ccc(Cl)cc2)cc1OC	?	0%	17%	-5	?	3%	-1
CCOc1ccc(CNC(=O)C(=O)c2cn(CC(=O)N3CCOCC3)c3ccccc23)cc1OC	-25%	-8%	204%[activator]	10*	35%[activator]	-4%	7
O=C(CO/N=C/c1cccc([N+](=O)[O-])c1)NC1CCCCCC1	42%[activator]	-2%	-6%	-3	47%[activator]	-1%	-18
CC(=O)NS(=O)(=O)c1ccc(NC(=O)CSc2ccccc2)cc1	?	3%	?	0	31%[activator]	1%	24
CCS(=O)(=O)n1nc(-c2ccco2)nc1N	94%[activator]	-2%	-6%	-1	12%	0%	-2
O=C(CN1CCOCC1)Nc1cccc(Cl)c1Cl	nt	1%	6%	5	11%	2%	-1
COc1nccnc1NS(=O)(=O)c1ccc(NC(=S)NC(=O)/C=C/c2ccc(F)cc2)cc1	-5%	5%	-46%	-2	-7%	5%	-3
CCOCCCn1c(=S)[nH]c2cc(C(=O)NC3CCCCC3C)ccc2c1=O (stereo not drawn)	-6%	0%	-19%	-7	11%	-1%	-7
COC(=O)c1cccc(OCC(O)Cn2cnc3cc(C)c(C)cc32)c1 (stereo not drawn)	?	-5%	79%[activator]	5	nt	19%	-11
COc1ccc(CC(=O)NC(C)c2nnc(SCC(=O)Nc3ccccc3F)n2C)cc1 (stereo not drawn)	?	-2%	12%[2.29 µM]	-1	0%	0%	17
CC1CN(C(=O)N2c3ccccc3Sc3ccccc32)C(C)CC1=O (stereo not drawn)	?	-1%	91%[activator]	-4	-63%	0%	-22
CNC(=O)/C(C#N)=C/c1ccc(-c2nc3ccccc3s2)o1	110%[activator]	1%	-3%	43*	92%[activator]	-3%	55*
COc1ccc(C2N3CC(C)(C)CN23)cc1 (stereo not drawn)	?	nt	-13%	1	2%	0%	19
CC(=O)Nc1ccc(OCCC[n+]2ccccc2)cc1	30%	3%	-16%	-2	-4%	-11%	-10
CCOC(=O)C1(Cc2cccc(Cl)c2)CCCN(C(=O)c2ccc(COC)s2)C1 (stereo not drawn)	-23%	1%	142%[activator]	20*	?	-1%	23
O=C(Nc1nnc(-c2cccs2)o1)c1cccc(Oc2ccccc2)c1	?	2%	-41%	1	nt	5%	26
CCN1CCCC1CNC(=O)c1csc2c1CCCC2 (stereo not drawn)	?	4%	?	-2	-17%	7%	-3
CC#CCOC(=O)c1c(C)nc2sc3c(c2c1N)CCC(O)C3 (stereo not drawn)	?	-6%	-15%	nt	?	nt	nt
COc1ccc(CN(Cc2cccnc2)S(=O)(=O)c2ccc(-n3cnnn3)c(OC)c2)cc1	22%	0%	88%[activator]	-1	12µM*	-1%	-4
CC(=O)Nc1ccc(C(=O)OCc2ccc(Br)cc2)cc1	-6%	-9%	10%	8	?	1%	33
Cc1sc(NC(=O)CSc2nnc(C)c(=O)[nH]2)c(C#N)c1C	23%	0%	-27%	-4	15%	-7%	-22
CC(C)n1nc(C(=O)Nc2cccc(S(=O)(=O)N3CCOCC3)c2)c2ccccc2c1=O	10µM*	1%	94%[activator]	nt	?	nt	nt
O=S(=O)(Nc1ccc(Cl)cn1)c1ccccc1	19%	2%	0%	-4	-4%	0%	-14
COc1ccc(OCCSc2nc(C)c(Cc3ccccc3)c(=O)[nH]2)cc1	-3%	-3%&-5%	-22%	-2	26%	-2%	-15
COC(=O)c1ccccc1NC(=O)NCc1ccncc1	13µM*	-24%	-2%	4	-2%	-2%	-6
O=c1[nH]c(O)c(/C=C2\C=Nc3ccc(Br)cc32)[nH]1	?	-5%	-28%	-2	-5%	-5%	-24
Cc1occc1-c1n[nH]c(=S)n1C	10%	?	-26%	1	7%	-1%	-18
Cc1cc2c(cc1S(=O)(=O)CCC(=O)Nc1cccc(C(F)(F)F)c1)OCC(=O)N2	?	-16%	-10%	-2	-25%	6%	-5
COc1ccc(S(=O)(=O)N2CCCCC2)cc1NC(=O)CN1C(=O)NC(C)(C2CC2)C1=O (stereo not drawn)	?	3%	-28%	nt	?	nt	nt
Cc1n[nH]c(=O)c2c(NC(=O)CSc3nnc(-c4ccco4)n3C)oc(C)c12	-30%	0%	-14%	nt	-13%	nt	nt
CCSc1nnc(NC(=O)Cn2cnc3ccccc3c2=O)s1	38%[activator]	1%	-12%	-1	14%	-2%	6
CCOC(=O)c1sc2nc(N3CCOCC3)c3c(c2c1N)CCN(C)C3	?	nt	2%	-2	-20%	0%	-16
CC(=O)OCC(=O)[C@@]1(OC(C)=O)[C@@H](C)C[C@H]2[C@@H]3C[C@H](F)C4=CC(=O)C=C[C@]4(C)[C@@]3(F)[C@@H](O)C[C@@]21C	?	7%&1%	175%[activator]	-3	?	15%	-2
CC(C)c1ccc(CN(C(=O)/C=C/c2ccco2)C2CCS(=O)(=O)C2)cc1 (stereo not drawn)	15%	-22%	49%	7	4%	4%	13
CCc1ccc(S(=O)(=O)NCCc2csc(-c3cccnc3)n2)s1	?	-4%	35µM*	3	13%	8%	-7
Further compounds.
SMILES	Pf growth 96h	TbPYK inhibitor	AmpC no deterg	Cycloheximide cs	Pf growth 48h	LmPK inhibitor	Shiga toxin inh
O=C(CSc1nnc(-c2cccs2)o1)OCc1ccccc1	23%	-1%	4%	3	?	3%	24
COc1cc(C(=O)NCC(=O)OCC(=O)c2ccc[nH]2)cc(OC)c1OC	42%[activator]	0%	-18%	1	19%	-1%	-11
CCN(CC)S(=O)(=O)c1ccc(C(=O)NCc2ccc3c(c2)cc(C)n3C)cc1	?	-3%	nt	-2	?	5%	9
OCCN1CCN(c2nc(-c3ccccc3)c3cc(Br)ccc3n2)CC1	?	0%	208%[activator]	6	?	2%	-11
O=C(Cc1ccccc1)Nc1ccc(NC(=S)NC(=O)c2ccccc2)cc1	?	-5%	-39%	-3	-11%	1%	20
CCNS(=O)(=O)c1ccc(NC(=O)Cc2ccc(F)cc2)cc1	nt	4%	-27%	-2	14%	2%	9
Cc1ccc(NC(=O)CNC(=O)c2ccc(C)o2)cc1	1%	0%	-1%	12	47%[activator]	-1%	9
CN(CC(=O)OCC(=O)NC(=O)c1cccn1C)S(=O)(=O)c1ccc(Cl)cc1	nt	-6%	-16%	1	14%	2%	-15
Cc1nnc(N(C)C(=O)c2cnccn2)s1	3%	0%	-8%	-1	-12%	10%	-10
COc1ccc([N+](=O)[O-])cc1CSc1nnc(NC(C)=O)s1	-1%	-5%	-16%	-5	10%	-4%	-5
O=C(Nc1ccc(S(=O)(=O)Nc2nccs2)cc1)c1ccccc1OC(F)F	23%	1%	-33%	nt	-12%	nt	nt
O=C(CCCOc1ccc(Cl)cc1)N1CCOCC1	260%[activator]	-9%	3%	11	24%	-2%	30*
COc1ccc(OCCNc2cc(Cl)ccc2[N+](=O)[O-])cc1	0%	6%	-40%	17*	-9%	-3%	1
Cc1ccc(NC(=O)C2CCCN2S(=O)(=O)c2cccc3cccnc23)cc1F (stereo not drawn)	-39%	-3%	-20%	19	9%	1%	-8
Cc1ccc(NCC(=O)N/N=C/c2ccncc2)cc1	?	3%	-1%	7	33%[activator]	-2%	7
O=C(NCC(c1cccs1)N1CCOCC1)C1CCN(S(=O)(=O)c2ccccc2C(F)(F)F)CC1 (stereo not drawn)	?	-8%	162%[activator]	0	?	-4%	-8
COCCN(CCOC)S(=O)(=O)c1ccc(/C(O)=C(\C#N)c2nc3ccccc3[nH]2)cc1	?	-3%	-29%	12*	-10%	0%	22
COc1ccc(N2CCN(C(=O)c3ccc(NS(=O)(=O)c4cccc(F)c4)cc3)CC2)cc1	?	0%	-18%	11*	-22%	-5%	12
Cc1ccc(C)c(NS(=O)(=O)c2cc3c4c(c2)CC(=O)N4CCC3)c1	3%	6%	29%	-4	10µM*	11%	-3
COc1ccc(CCN2CCCC(CN(C)Cc3cc(OC)c(OC)c(OC)c3)C2)cc1 (stereo not drawn)	?	3%	6%	-2	?	-2%	-5
O=C(CCCn1c(=O)[nH]c2ccsc2c1=O)N1CCN(Cc2ccc3c(c2)OCO3)CC1	?	3%	-16%	-5	?	-3%	13
O=C(Nc1cc(=O)[nH]c2ncnn12)c1ccco1	25%	1%	-22%	-1	?	-3%	7
